Bioassay records: PubChem BioAssay, University of Kansas High Throughput Screening Laboratory
mHTT-CaM PPI inh – mHTT-calmodulin interaction abrogation. AlphaScreen His-mHTT/GST-CaM binding, luminescence. inhibition, % at 15 µM. hit rate 3.6% among 190,000. AID 1671202;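 note: 0% = both proteins with DMSO and 100% = one protein alone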
Pf apPOL block – Pf-apPOL DNA polymerase inhibition | inhibition, % at 10 µM | hit rate 0.25% among 210,000 | Recombinant Pf-apPOL, molecular beacon fluorescence, 1.5 h
Starred values were filed as active, the others as inactive; nt = no result given; & = joins results of further samples. Cut-off read from the data, not from the text of the source: active = inhibition above about 50%; inactive = the rest.

SMILES	mHTT-CaM PPI inh	Pf apPOL block
Cc1ccc(-n2ccn3cc(-c4ccc5c(c4)OCO5)nc3c2=O)cc1Cl	-7	0
CCc1ccccc1NC1OC(=O)c2ccccc21 (stereo not given)	-1	-7
CCOC(=O)c1ccc(NC(=O)CN2CCN(c3ccc(OC)cc3)C2=O)cc1	-7	-1
O=C(CN(C1CCCCC1)S(=O)(=O)c1ccc(F)cc1)N1CCN(c2ccccc2F)CC1	18	-7
Cc1c(C(=O)N2CCN(c3ccc(Cl)cc3[N+](=O)[O-])CC2)oc2ccccc12	61*	8
Cn1c(=O)c(Cc2ccccc2F)nc2ccccc21	2	-1
COc1cccc(C=Nc2c(-c3ccccc3)c(C(F)(F)F)nn2C)c1OC	nt	1
Cc1ccc(C2=N/C(=C\c3ccc(I)cc3)C(=O)O2)cc1	-4	8
CN(C)S(=O)(=O)N1CCC(c2cc(-c3ccccc3)n[nH]2)CC1	-2	-12
CCc1ccccc1NC(=O)c1ccc2c(c1)OCO2	-4	-6
O=C(c1cnn2c(C(F)(F)F)cc(-c3ccco3)nc12)N1CCOCC1	3	-8
Fc1cccc(Cc2nc(-c3cccc(-c4ccn[nH]4)c3)no2)c1	11	1
Cc1ccc(NC(=O)C2CCCN(c3cnn(Cc4ccccc4)c(=O)c3)C2)cc1 (stereo not given)	18	-6
COc1ccc(-c2nc[nH]c2[N+](=O)[O-])cc1[N+](=O)[O-]	4	-1
O=C(C1CCN(c2nc3ccc(-c4cccs4)nc3s2)CC1)N1CCCC1	7	1
COc1ccccc1N1C(=O)CC(N(C)Cc2ccccc2)C1=O (stereo not given)	0	16
O=C(c1ccc(F)cc1Cl)N1CCC2(CC1)NC(=O)N(Cc1ccccc1)C2=O	12	-3
O=c1[nH][nH]c(=O)c2c(N=Cc3cc(Br)ccc3O)cccc12	3	-2
Cc1ccc(NC(=O)c2ccc3c(c2)C(=O)N(Cc2cccnc2)C3=O)c(C)c1	-4	-5
FC(F)(F)c1ccccc1CNCC1CCCO1 (stereo not given)	-4	nt
COc1cc(NC(=O)C(C(C)C)N2C(=O)c3ccccc3C2=O)c(OC)cc1Cl (stereo not given)	24&17	1&-7
CCCCCCCCN1[C@@H](CC(=O)OC)c2cc(F)ccc2S1(=O)=O	-74	-7
CCOc1ccc(CN2CCc3nc(Nc4ccc5c(c4)OCCO5)ncc3C2)cc1OC	53*	3
CCOc1ccc(C2OC(=O)Cc3cc(OCC)c(OCC)cc32)cc1OCC (stereo not given)	7	0
COc1ccccc1CC(=O)N1CCc2c(nc3cc(-c4ccccc4Cl)[nH]n3c2=O)C1	53*	-3

Reprinted at random: 2 entries already listed
SMILES	mHTT-CaM PPI inh	Pf apPOL block
CCCCCCCCN1[C@@H](CC(=O)OC)c2cc(F)ccc2S1(=O)=O	-74	-7
COc1cc(NC(=O)C(C(C)C)N2C(=O)c3ccccc3C2=O)c(OC)cc1Cl (stereo not given)	24&17	1&-7

The list continues:
SMILES	mHTT-CaM PPI inh	Pf apPOL block
COc1ccc(CCNC(=O)C2CCN(S(=O)(=O)c3cccs3)CC2)cc1OC	3	5
COc1ccccc1CNC(=O)C(=O)NCCN1CCOC(c2ccccc2)C1 (stereo not given)	5	1
Cc1ccc(S(=O)(=O)NC(=O)Nc2c(-c3ccc(F)cc3)c(C(F)(F)F)nn2C)cc1	nt	-1
C=CCN(CC=C)C(=O)c1ccccc1NC(=O)c1ccccc1C	-7	-2
Cc1cc(/C=C2\SC(=O)NC2=O)c(C)n1-c1ccc(I)cc1	12	7
COc1ccc(NC(=O)c2cccc(S(=O)(=O)Nc3cccc([N+](=O)[O-])c3)c2)cc1	2	-8
CCC(=O)N(CCC(c1ccc2c(c1)OCO2)c1ccccc1OC)Cc1ccc2c(c1)OCO2 (stereo not given)	43	5
O=C(NCc1cscn1)C1CCN(C(=O)c2ccc(F)cc2)CC1	4	-7
COc1cc(CN2COc3ccc4c(c3C2)OC(=Cc2ccccc2)C4=O)cc(OC)c1OC	12	-16
COc1ccccc1CNC(=O)C1CCCN(C(=O)c2ccccc2Cl)C1 (stereo not given)	29	5
CCC1CCCCN1CCNC(=O)c1ccc(-c2ccnc(N3CCCC3)n2)cc1 (stereo not given)	13	2
Cn1cc(CCC(=O)NCCN2CCOCC2)c2ccccc21	-6	-14
C1=C(c2ccccn2)NN=C(c2ccccn2)C12c1ccccc1Oc1ccccc12	0	3
CCC(=O)NCc1nc2c(n1C)CN(C(=O)Cc1ccccc1Cl)CC2	-2	0
c1ccc(CC(Cc2nc3ccccc3[nH]2)c2nc3ccccc3[nH]2)cc1 (stereo not given)	-1	-4
COc1ccc(-c2cc(SCc3ccccn3)ncn2)cc1	-22	-33
CCC(=O)Nc1cccc(-c2cn3ccccc3n2)c1	4	7
CCCOc1ccc(-c2cn(CC(=O)NN)cn2)cc1	0	-5
CN1CCN(NC(=O)c2ccc([N+](=O)[O-])cc2Cl)CC1	2	-2
COC(CNC(=O)c1cnn2c(C)c(Cc3c(C)cc(C)cc3C)c(C)nc12)OC	36	-10
CN(C)c1ccc(CNC(=O)C2CCN(c3cncnc3N3CCCC3)CC2)cc1	33	0
Cc1cc2c(c(=O)o1)C(c1ccsc1)C(C#N)=C(N)O2 (stereo not given)	-2	-6
CC(=O)C1=C(C)NC(SCc2ccccc2)=C(C#N)C1c1ccoc1 (stereo not given)	19	1
O=C(CN(c1cccc(Cl)c1Cl)S(=O)(=O)c1ccccc1)Nc1ccc(F)cc1F	15	-12
O=C(CCc1ccccc1)NCc1cccnc1-c1ccccc1	-6	-11
The results go on:
SMILES	mHTT-CaM PPI inh	Pf apPOL block
COc1ccc(-c2noc(COc3cc(C)ccc3C)n2)cc1OC	-26	2
CC(C)c1nnc2n1CCN(C(=O)c1nn(C)c3ccccc13)C2	2	-3
O=S(=O)(Cc1cccc(C(F)(F)F)c1)Cc1ncc(-c2ccc(Cl)cc2)s1	nt	-5
COc1ccc(N(Cc2ccccn2)C(=O)c2ccc(F)cc2)cc1	nt	-8
COC(CNC(=O)c1ccc2c(c1)ncn2-c1cccc(F)c1)OC	-2	0
Cc1ccc(F)c(NC(=O)C2CCc3nc(N4CCOCC4)ncc3C2)c1 (stereo not given)	-4	-4
COc1cc2c(cc1OC)CC(C)(C)N=C2	-6	-9
O=C(N(CCc1cccs1)Cc1ccco1)C1(c2ccccc2)CCOCC1	-7	-4
CCOc1ccccc1C(=O)N1CCC(c2nc(CNC(C)=O)cs2)CC1	3	-2
O=C(Nc1ccccc1-c1ccccc1)c1ccc([N+](=O)[O-])cc1Cl	19	1
O=Cc1cn(CC(=O)N2CCc3ccccc32)c2ccc(Br)cc12	-2	-5
Cc1nc2cc(C(=O)O)ccc2n1-c1ccc(C(C)C)cc1	1	1
O=C1CSC(c2cccnc2)N1Cc1ccc(F)cc1 (stereo not given)	nt	-6&-14
c1cc2c(cc1CNc1ccc3c(c1)CCC3)OCO2	72*	-3
O=C1CCCC2=C1C(c1cccnc1)C1=C(CCCC1=O)N2	-2	0
Cc1cc(NC(=O)NCCNc2ncccc2C(F)(F)F)c(C(F)(F)F)o1	nt	-11
O=C(NCc1cccc(C(F)(F)F)c1)C1CC(=O)N(c2ccccc2)C1 (stereo not given)	10	-2
CCN1C=C(C(=O)OCc2cccc(F)c2)C(C)=NS1(=O)=O	-31	-1
CCOc1cccc(CN2CCC(c3nc4cccnc4n3CC)C2)c1 (stereo not given)	8	-5
COc1ccc2cc3cc(C(=O)Nc4ccc(F)cc4F)sc3nc2c1	-6	-6
Cn1cc(CCC(=O)NCc2ccccc2Cl)c2ccccc21	25	-15
N#Cc1c(N)nc(SCC(=O)Nc2ccc([N+](=O)[O-])cc2)c(C#N)c1-c1ccco1	33	-3
CC(=O)N1CCc2[nH]c3ccc(C(=O)Nc4ccc(OC(F)(F)F)cc4)cc3c2C1	-2	-1
CC(NC(=O)C1CCN(c2cncnc2N2CCCCC2)CC1)c1ccc(F)cc1 (stereo not given)	27	2
O=C(Nc1ccc2oc(-c3ccc(F)cc3)nc2c1)c1ccc2c(c1)OCCO2	6	-4
Continuation.
SMILES	mHTT-CaM PPI inh	Pf apPOL block
Cc1ccc(NC(=O)N2CCc3nc(-c4ccccc4)ncc3C2)cc1	2	-4
COc1ccc(OCC(O)CNC(C)(C)C)c(C(C)(C)C)c1 (stereo not given)	5	-10
Cc1cccc(-n2cnc(C(=O)NCc3ccc(F)cc3)n2)c1	-2	-2
CC(C)n1cnnc1C1CCCN(C(=O)c2ccc3ncccc3c2)C1 (stereo not given)	-3	-2
CC(NC(N)=O)C12CC3CC(CC(C3)C1)C2 (stereo not given)	4	5
N=c1c(C(N)=O)cc2c(=O)n3ccccc3nc2n1C1CCCC1	-3	-2
CCOc1ccc(-n2ccnc2SCC(=O)Nc2cc(C(F)(F)F)ccc2Cl)cc1	1	-12
O=C1NC2(Nc3ccccc31)C(=O)N(Cc1ccccc1F)c1ccccc12 (stereo not given)	7	0
CCOC(NC(=O)Nc1ccccc1C(F)(F)F)(C(F)(F)F)C(F)(F)F	nt	4
COc1cc(/C=C2\C(=O)NC(=O)N(c3ccc(C)cc3)C2=O)c([N+](=O)[O-])cc1OC	5	1
COc1ccc(C=C2Oc3cc(OC(=O)c4ccco4)ccc3C2=O)c(OC)c1OC	3	-5
CC(=O)NC(=O)C(C#N)=CNc1ccc(F)c(Cl)c1	nt	-6
Cc1sc2ncn3nnnc3c2c1-c1ccc(Cl)cc1	-5	-1
O=C(NCc1ccncc1)C1CCCN(c2cnn(Cc3ccccc3)c(=O)c2)C1 (stereo not given)	-3	-9
Cn1nc(-c2nc(C3CC3)no2)c2c1CCN(C(=O)C1CCCO1)C2 (stereo not given)	3	-3
CCc1ccc(C2=CC(c3ccccc3Cl)n3ncnc3N2)cc1 (stereo not given)	8	-6
CC1(C)Cc2ccccc2C(Nn2cnnc2)=N1	0	-5
Cc1cccc(NC(=O)N2CCC(c3nc(C(=O)N(C)C)c(C)o3)CC2)c1C	-1	-8
Cc1[nH]c(=O)[nH]c(=O)c1S(=O)(=O)NCc1ccncc1	0	-2
O=C(Nc1ncc2c(n1)CC(c1ccc(F)cc1)CC2=O)c1ccccc1 (stereo not given)	9	1
COC(=O)C(COS(=O)(=O)c1ccc(C)cc1)NC(=O)OC(C)(C)C (stereo not given)	nt	6
Cc1ccc(-n2cc(-c3ccc(Cl)cc3)[nH]c2=O)cc1F	33	-7
CCc1nc(NCC(C)C)c2c(C)nn(-c3ccc(F)cc3)c2n1	-27	-5
Cc1cc(C)cc(N2CCC(C(=O)NC3CC3)C2=O)c1 (stereo not given)	-6	-3
CC1Cc2nc(SCC(=O)N3CCCC3)n(Cc3ccccc3)c(=O)c2S1 (stereo not given)	5	6

Whole records, quoted from the list:
O=C(Nc1ccccc1-c1ccccc1)c1ccc([N+](=O)[O-])cc1Cl across the screens: mHTT-CaM PPI inh: 19; Pf apPOL block: 1
CC(=O)C1=C(C)NC(SCc2ccccc2)=C(C#N)C1c1ccoc1 (stereo not given) across the screens: mHTT-CaM PPI inh: 19; Pf apPOL block: 1

(more compounds)
SMILES	mHTT-CaM PPI inh	Pf apPOL block
CC(=O)c1ccc(N2CCN(C(=O)c3cc([N+](=O)[O-])ccc3N3CCOCC3)CC2)c(F)c1	-7	-3
C=CCC1(CC=C)CNCCN1	12&6	-7
CCC1CCCCN1C(=O)C1CCCCC1 (stereo not given)	0	-11
NCCNC(=O)/C(=C1\Nc2ccc([N+](=O)[O-])cc2N1)[N+](=O)[O-]	63*	3
CSc1cccc(NC(=O)C(=O)NCCN2CCN(c3ccccc3F)CC2)c1	2	-4
COc1cc2c(cc1OC)C1(CCCC1)CN=C2c1cccc([N+](=O)[O-])c1	26	0
CCN(CC)CCNC(=O)C1c2cc(OC)c(OC)cc2C(=O)N(C)C1c1cccs1 (stereo not given)	-8	-1
COc1ccc(C(=O)CCC(=O)Nc2ccc(Cl)cc2Cl)cc1	-8	-1
Cc1ccc(NC(=O)COc2ccccc2[N+](=O)[O-])c(Br)c1	4	-5
COc1cccc(Nc2ncc3c(n2)CCN(Cc2ccc(F)cc2F)C3)c1	29	-3
Cc1noc(C)c1C(=O)N1CCCC1c1ccc(F)cc1 (stereo not given)	-4	-17
N#Cc1ccc(-c2ccncc2)nc1SCC(=O)NC1CC1	-4	-5
Cn1nc(COCc2ccccc2F)c2c1CCN(C(=O)Nc1ccccc1)C2	9	-2
O=C(NCc1ccccc1)c1ccccc1Cl	-8	-14
O=C(C=CNc1cccc(O)c1)c1ccc(Cl)cc1	16	3
Cc1[nH]nc2c1C(c1ccccc1OCCc1ccccc1)CC(=O)N2 (stereo not given)	40	-2
COc1ccc(C(=O)N2CCCC(c3nc(CCNC(=O)C4CC4)cs3)C2)c(C)c1 (stereo not given)	-6	19
Cc1ccc(S(C)(=O)=NC(=O)NS(=O)(=O)Oc2ccc(Cl)cc2Cl)cc1 (stereo not given)	nt	-6&-9
CC1=NS(=O)(=O)c2cccnc2N1c1ccc(F)c(Cl)c1	-1	-1
Cc1ccccc1C1CC(c2ccc(Cl)cc2)Nc2nnnn21 (stereo not given)	20	-7
O=C1CCN(Cc2ccc([N+](=O)[O-])cc2)CCN1CCO	-5	1
CONC(=Nc1cc(C)ccc1C)c1nonc1N	-7	-7
Cc1nccn1Cc1nc(-c2ccc(C(F)(F)F)cc2)no1	3	-8
Cc1cc(C)n2ncc(-c3ccccc3)c2n1	-24	-1

Given in markdown: part of the list above.
| Molecule | mHTT-CaM PPI inh | Pf apPOL block |
| --- | --- | --- |
| COc1ccc(C(=O)CCC(=O)Nc2ccc(Cl)cc2Cl)cc1 | -8 | -1 |
| Cc1ccc(NC(=O)COc2ccccc2[N+](=O)[O-])c(Br)c1 | 4 | -5 |
| COc1cccc(Nc2ncc3c(n2)CCN(Cc2ccc(F)cc2F)C3)c1 | 29 | -3 |
| Cc1noc(C)c1C(=O)N1CCCC1c1ccc(F)cc1 (stereo not given) | -4 | -17 |

The order is random. About 3.5% of those tested had a hit in this group.
